ERG-DNA inh = blocks human ERG Ets domain binding to DNA; P11308; fluorescence polarization, His-ERG Ets domain / labelled DNA; Potency, µM (doses to about 76.9 µM), inactives show at the highest dose FP activity, negative = inhibition, usual class: inhibitors; 0.028% of 370,000 active; AID 624246; active = well fitted inhibition curve with a large enough effect in the polarisation, with a control signal flat; inconclusive = small, poorly fitted or top-dose-only effect, or effect the other way, or a change in a side signal; inactive = no such curve, though single readings can be large or run the other way; the % refers to the polarisation;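 note: polarization taken with two DNA probes labelled with fluorescein and Texas red; potency is the fitted concentration of half-maximal effect; % of control where 0% means no effect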
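His-tagged ERG Ets domain (1 uM in the protein solution; 300mM KCl, 50mM Tris-HCl, 1mM EDTA, 1mM DTT, pH 7.5) received compound, then a probe mix of 5 nM fluorescein-DNA and 100nM Texas-615-DNA. Fluorescence polarization was read for both dyes.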
Tb PGK inh = T. brucei PGK inhibition | AID 602233 | PGK/GAPDH coupled, Kinase-Glo luminescence, 60 min | 0.043% of 380,000 active | P07378 | Potency, µM (doses to about 57.5 µM), without a hit: at the top dose activity change, negative = inhibition, actives largely listed as inhibitors; note: potency is the fitted concentration of half-maximal effect; % is set by controls: 0 for no effect and ±100 for the full control effect; nearly all actives have a fitted effect of over 60% in size
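Recombinant glycosomal PGK reaction used 1,3-bisphosphoglycerate generated in-well by GAPDH (100nM final) in 100mM TEA pH 7.6, 5mM MgCl2, 0.01% Tween-20. After 60 minutes at room temperature, ATP was read by Kinase-Glo Plus luminescence end-point.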
BAZ2B inh = inhibitors of human BAZ2B bromodomain | Q9UIF8 | AlphaScreen BAZ2B-H3K14Ac peptide displacement | Potency, µM (titrated, usually from 114 µM), for inactives: at the top dose activity change, negative = inhibition, actives largely listed as inhibitors | 4.4% of 360,000 active | AID 504333; note: potency is the fitted concentration of half-maximal effect; % is set by controls: 0 for no effect and ±100 for the full control effect; nearly all actives have a fitted effect of over 60% in size
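AlphaScreen luminescence quantifies BAZ2B engagement of H3K14Ac peptide; the protein and biotinylated peptide are both at 50 nM final, buffer PBS pH 7.4 with 0.01% Tween-20, all steps at room temperature.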
PI4K2A inh = PI4K2A (human) kinase inhibition | Q9BTU6 | purified PI4K2A, ADP-Glo luminescence, 1 h; active compounds read low | activity change, negative = inhibition, % at 76.9 µM | 0.13% of 420,000 active; in the data active = activity change below about -50%; inconclusive = mostly about -30% to -49%;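 note: -100% = wells without enzyme as full effect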
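Compounds are screened against recombinant PI4K2A using PI as substrate and ATP, the latter dispensed at 300 microM. Reactions run one hour at ambient temperature before ADP-Glo detection; full inhibition defined by wells lacking enzyme.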
G9a inh = inhibitors of human histone lysine methyltransferase G9a; Potency, µM (top dose mostly 102 µM), for the others: top-dose activity, negative = inhibition, hits mostly inhibitors; 8.8% of 350,000 active; G9a H3K9 monomethylation, AlphaScreen, 2 h; note: potency is the fitted concentration of half-maximal effect; % is set by controls: 0 for no effect and ±100 for the full control effect; nearly all actives have a fitted effect of over 75% in size
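Methyltransferase reactions run at room temperature for 2 h (20 nM enzyme, 500 nM biotin-H3K9 peptide, 20 uM SAM) after a 15 min compound preincubation; product detected by AlphaScreen beads and anti-H3K9me1 antibody.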
HP1b chromo inh = blocks HP1-beta chromodomain binding to methylated histone tails. P83916. AlphaScreen HP1-beta / biotin-H3K9me3 peptide binding. Potency, µM (doses to about 114 µM), inactives show at the highest dose activity change, negative = inhibition, actives largely listed as inhibitors. 0.56% of 390,000 active. AID 540317; note: potency is the fitted concentration of half-maximal effect; nearly all actives have a fitted effect of over 70% in size; inactives centre near 23
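AlphaScreen: HP1-beta (50 nM) preformed 30 min with biotin-H3(1-18)K9me3 peptide (50 nM) in PBS pH 7.4, 0.01% Tween-20. Compound added for 30 min at RT, then streptavidin donor/nickel chelate acceptor beads (10 ug/mL) for 30 min.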
GLS inh = inhibitors of human glutaminase (GLS). O94925. GLS enzymatic activity, qHTS titration. Potency, µM (series often up to 45.5 µM), without a hit: at the top dose activity change, negative = inhibition, hits mostly inhibitors. 0.21% of 410,000 active. AID 624170; note: potency is the fitted concentration of half-maximal effect; % is set by controls: 0 for no effect and ±100 for the full control effect
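hKGA; 45 mM KH2PO4 pH 8.2 + 0.02% Tween-20; cpd via pin tool; 1 mM Gln soln; GluOx/HRP/Amplex Red; RT 30 min; fluor. t0 & final.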
Pin1 inhibitor = human Pin1 inhibition; Q13526; Pin1 FP peptide displacement, HiFluor488, 10 min; Potency, µM (titrated, usually from 115 µM), for inactives: top-dose activity, negative = inhibition, actives largely listed as inhibitors; 0.009% of 390,000 active; AID 504891; active = well fitted inhibition curve with a large enough effect in the polarisation, with a control signal flat, not every such curve was filed as active; inconclusive = small, poorly fitted or top-dose-only effect, or effect the other way, or a change in a side signal; inactive = no such curve, though single readings can be large or run the other way; the % refers to the polarisation; note: potency is the fitted concentration of half-maximal effect; % is set by controls: 0 for no effect and ±100 for the full control effect
JMJD2A Tudor = JMJD2A Tudor domain (human) inhibition; AlphaScreen JMJD2A-Tudor / H3K4me3 peptide binding; Potency, µM (top dose mostly 114 µM), inactives show at the top dose activity change, negative = inhibition, usual class: inhibitors; 4.4% of 390,000 active; AID 504339; note: potency is the fitted concentration of half-maximal effect; % is set by controls: 0 for no effect and ±100 for the full control effect; nearly all actives have a fitted effect of over 50% in size
Target sequence (O75164 whole entry, looked up, the tested form may be a part): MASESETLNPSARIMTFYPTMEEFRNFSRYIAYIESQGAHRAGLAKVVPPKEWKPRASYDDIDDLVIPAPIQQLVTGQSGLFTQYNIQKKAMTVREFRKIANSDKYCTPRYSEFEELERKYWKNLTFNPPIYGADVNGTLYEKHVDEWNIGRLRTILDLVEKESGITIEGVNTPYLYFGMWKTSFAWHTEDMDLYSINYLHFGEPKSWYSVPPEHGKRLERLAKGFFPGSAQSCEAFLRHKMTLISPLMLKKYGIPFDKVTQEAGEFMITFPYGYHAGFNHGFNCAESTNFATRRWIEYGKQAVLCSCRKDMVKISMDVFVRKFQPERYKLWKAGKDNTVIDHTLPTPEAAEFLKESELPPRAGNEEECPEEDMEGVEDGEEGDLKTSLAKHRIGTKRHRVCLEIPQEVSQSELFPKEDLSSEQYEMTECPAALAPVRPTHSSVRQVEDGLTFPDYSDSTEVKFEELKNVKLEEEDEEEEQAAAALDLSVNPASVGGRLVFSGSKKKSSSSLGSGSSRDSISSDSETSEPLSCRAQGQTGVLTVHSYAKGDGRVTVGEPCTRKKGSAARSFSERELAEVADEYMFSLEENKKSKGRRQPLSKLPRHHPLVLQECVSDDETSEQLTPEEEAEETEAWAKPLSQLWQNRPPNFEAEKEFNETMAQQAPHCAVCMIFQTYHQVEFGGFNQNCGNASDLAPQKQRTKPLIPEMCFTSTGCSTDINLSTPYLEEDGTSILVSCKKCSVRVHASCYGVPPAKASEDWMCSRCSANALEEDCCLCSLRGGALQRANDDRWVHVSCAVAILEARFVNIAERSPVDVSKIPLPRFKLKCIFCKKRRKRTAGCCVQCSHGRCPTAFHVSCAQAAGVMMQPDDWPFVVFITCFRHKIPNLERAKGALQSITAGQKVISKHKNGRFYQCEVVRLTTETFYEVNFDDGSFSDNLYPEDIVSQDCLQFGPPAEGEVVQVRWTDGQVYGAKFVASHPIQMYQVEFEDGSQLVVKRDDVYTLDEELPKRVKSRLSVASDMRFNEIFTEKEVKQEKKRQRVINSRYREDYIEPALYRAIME
* marks the source's active call; other numbers are inactive results; i = inactive; ? = inconclusive; / = not tested or not shown; & = joins results of further samples; [ ] = dose if it differs, or a comment. Unless noted, calls come from the whole dose curve; as a rule, active = well fitted curve in the direction sought with a large enough effect; inconclusive = small, poorly fitted or top-dose-only effect, or another doubt; inactive = no such curve, though single readings can be large; an effect the other way counts as inactive or inconclusive.

SMILES	ERG-DNA inh	Tb PGK inh	BAZ2B inh	PI4K2A inh	G9a inh	HP1b chromo inh	GLS inh	Pin1 inhibitor	JMJD2A Tudor
O=C(NCCCN1CCN(c2ccccc2F)CC1)C1CCCN(S(=O)(=O)c2cnc[nH]2)C1 (stereo unspecified)	-2%	13%	-13%	-4	-25%	43%[activator]	7%	2%	-8%
Cc1ccc(NC(=O)CCNC(=O)c2ccc([N+](=O)[O-])cc2)cc1C	2%	-6%	-14%	2	?	14%	2%	-10%	-15%
COc1ccc(NC(=O)CN2CCN(c3ccccc3F)CC2)cc1	0%	i	-24%	0	?	26%	7%	1%	-1%
Cc1cc(C(=O)N/N=C/C(Cl)=C/c2ccccc2)c(C)o1	2%	i	-25%	4	14%[59 µM]	9%	-3%	-3%	-29%
NC(=O)[C@H]1CC2(CC(c3cccc(NC(=O)[C@H]4CCC(=O)N4)c3)=NO2)CN1C(=O)c1cc([N+](=O)[O-])cc([N+](=O)[O-])c1 (stereo partly specified)	0%	i	1%	-1	-2%[12.7 µM]	29%	6%	1%	-15%
COc1ccc(OC)c(/C=C(/C#N)c2nc(-c3ccc(-c4ccccc4)cc3)cs2)c1	-3%	-5%	3%	7	11%[59 µM]	35%	3%	8%	3%
Fc1ccc(-c2cc(-c3nc(-c4ccccc4)no3)[nH]n2)cc1	5%	-9%	4%	-2	-3%[59 µM]	47%[activator]	2%	11%	0%
COc1cc(/C=C/C(=O)c2ccc(NS(=O)(=O)c3ccc(C)cc3)cc2)cc(OC)c1O	30%	-9%	?	-6	40µM*	?	5%	36%[activator]	-33%
N=C1/C(=C/c2ccc(OCc3ccccc3F)cc2)C(=O)N=C2SC(CC(=O)N3CCOCC3)=NN12	8%	-3%	-28%	0	4%	2%	-7%	23%	?
COC(=O)c1ccc(SCC(=O)NC2CCCCC2)c([N+](=O)[O-])c1	-7%	i	1%	2	-7%	31%	-9%	-5%	10%
C=CCOc1cccc(/C=N/NC(=O)C(OC)c2ccccc2)c1 (stereo unspecified)	4%	6%	-1%	2	-3%[0.501 µM]	25%	2%	2%	-16%
CCOc1ccc(NC(=O)COC(=O)Cc2ccsc2)cc1	/	-8%	/	-4	/	29%	11%	-3%	-12%
CC(/C=C/c1ccccc1)=N\Nc1ccccc1[N+](=O)[O-]	3%	11%	2.2µM*	2	0.89µM*	4µM*	2%	-10%	10µM*
O=C(NCc1nc2ccccc2[nH]1)C1=C[C@H](c2csc3ccccc23)C[C@H](OCc2ccc(CO)cc2)O1	5%	-4%	-16%	0	-10%[59 µM]	14%	5%	51%[activator]	?
CCOc1ccccc1CNc1ncnc2c1nc1n2CCCC1	1%	2%	1%	0	-3%[59 µM]	47%[activator]	4%	-1%	-2%
Cc1nc(-c2ccc(S(=O)(=O)N3CCN(c4cc(Cl)ccc4C)CC3)cc2)co1	1%	6%	-33%	2	-50%[59 µM]	4%[57 µM]	-9%	32%[activator]	-22%
CC(=O)Oc1ccc2nc(/C=C/c3ccc(C=O)cc3)oc(=O)c2c1	7%	i	-25%	3	?	32%	10%	1%	-24%
O=C1NC(=O)/C(=C/c2ccccc2Oc2ccc(Cl)cc2)S1	-15%	5%	2%	12	-48%[59 µM]	25%	5%	?	-3%
CN(C(=O)CSc1nnc(C2CC2)n1-c1ccccc1)C1CCS(=O)(=O)C1 (stereo unspecified)	-1%	9%	2%	-4	29%[12.7 µM]	38%[activator]	-3%	-5%	-3%
O=C(Nc1ccc(C(=O)N2CCOCC2)cc1)c1ccccc1[N+](=O)[O-]	6%	-4%	0%	0	/	28%	4%	4%	-8%
O=C(NNC(=O)c1ccccc1Cl)c1ccc2c(=O)n3c(nc2c1)CCC3	-9%	5%	9%	-2	1%[2.33 µM]	36%	2%	8%	-5%
O=C(CCCc1ccccn1)c1ccccc1	-3%	-1%	/	-1	/	9%	10%	-4%	?
O=[N+]([O-])c1c(Nc2ccccc2O)cc(Cl)c2nonc12	12%	-1%	?	-10	/	?	-2%	?	?
COCCN(C(=O)c1csnn1)C(C(=O)NC1CCCCC1)c1sccc1C (stereo unspecified)	-4%	-9%	-9%	2	?	6%	-6%	9%	-14%

Brought forward from above: two entries, then new ones.
SMILES	ERG-DNA inh	Tb PGK inh	BAZ2B inh	PI4K2A inh	G9a inh	HP1b chromo inh	GLS inh	Pin1 inhibitor	JMJD2A Tudor
O=[N+]([O-])c1c(Nc2ccccc2O)cc(Cl)c2nonc12	12%	-1%	?	-10	/	?	-2%	?	?
COCCN(C(=O)c1csnn1)C(C(=O)NC1CCCCC1)c1sccc1C (stereo unspecified)	-4%	-9%	-9%	2	?	6%	-6%	9%	-14%
Cc1nc(C)c(C(=O)N/N=C/c2cn(C)c3ccccc23)s1	2%	i	-24%	-2	10%[59 µM]	52%[activator]	11%	-1%	12%[57.1 µM]
Cc1ccc(-c2cc(C(=O)Nc3cc(C)on3)no2)cc1	9%	-1%	-5%	-2	8%	29%	-3%	3%	-14%
COCCSc1ncnc2c1oc1nc3c(cc12)COC(C)(C)C3	-19%	-2%	1%	-3	/	44%[activator]	-3%	8%	-13%
COc1ccc(/C=N/NC(=O)c2ccccc2O)cc1Cn1cc([N+](=O)[O-])cn1	26%	-5%	-4%	-3	10%	29%	2%	10%	-6%[11.4 µM]
CCCNC(=O)NC(=O)CSc1ccc2c(c1)OCCO2	4%	-2%	5%	-2	-1%[59 µM]	40%[activator]	1%	-1%	0%
CC(=O)N1CCCc2cc(S(=O)(=O)N3CCCC(C(=O)N4CCN(c5cccc(Cl)c5)CC4)C3)ccc21 (stereo unspecified)	2%&-1%	-4%&-5%	-2%[57.1 µM]	-2&4	-6%[59 µM]	27%	-4%&-5%	8%&12%	-31%&-22%
NC(=O)N/N=C/c1cc(Br)ccc1OC(=O)c1ccccc1	7%	-14%	7%	-2	-13%[59 µM]	25%	6%	2%	-19%
COc1cc(/C=C/C(=O)NNc2c(F)c(F)cc(F)c2F)ccc1OC(F)F	-5%	0%	?	4	?	20%	8%	2%	5%
O=[N+]([O-])c1ccccc1S(=O)(=O)Nc1cccc(-c2ccc(N3CCCC3)nn2)c1	8%	-7%	-2%	-6	-5%[2.33 µM]	-7%	?	0%	-28%
O=C(N/N=C/c1sc(N2CCOCC2)nc1-c1ccccc1)c1ccccc1O	-2%	-3%	-4%	0	45%[activator][59 µM]	4%	20%	34%[activator]	-35%
Cc1cccc(CSc2nnc(C)c(=O)n2N)c1	10%	-2%	-1%	3	-12%	6%	-1%	-9%	-12%
Cn1ncc([N+](=O)[O-])c1C(=O)Nc1nc2ccccc2n1CCN1CCCCC1	-4%	-6%	?	-5	1%	-4%	11%	3%	?
CCCCOc1ccc(-c2cc3c(=O)n(CC(=O)Nc4ccc(Cl)cc4Cl)ccn3n2)cc1	0%	-1%	4%	-3	?	18%	-17%	-7%	-4%
CNC(=O)c1snnc1-c1ccccc1	-4%	-9%	13%	-5	10%[59 µM]	37%	3%	-10%	-27%
COc1cc(-c2nnc(NC(=O)c3ccco3)o2)cc(OC)c1OC	6%	2%	79µM*	-22	?	19%	3%	-2%	?
COc1ccccc1CNC(=O)CSc1nn2c(=O)c(C(C)(C)C)nnc2s1	9%	-1%	-33%	-1	-37%	36%	-7%	6%	-30%
Cc1nn(CCc2n[nH]c(=S)n2C)c(C)c1Br	10%	-4%	-2%	-6	?	21%	6%	1%	7.1µM*
CCOc1ccc(-c2ncncc2-c2ccc(OC)cc2)c(O)c1	1%	3%	-33%	8	-10%	5%	14%	1%	-34%
Cc1ccc(NC(C(=O)c2ccccc2)c2ccccc2)cc1 (stereo unspecified)	-8%	3%	/	-3	/	-9%[57 µM]	9%	-1%	-34%
CC(=O)Nc1ccc(/C(C)=N/NC(=O)c2ccncc2)cc1	-3%	i	-32%	0	?	-11%	0%	-2%	-20%[11.4 µM]
Nc1nc(-c2ccc3c(c2)OCCO3)cs1	-14%	3%	/	-14	?	0%	17%	-1%	-35%
O=S(Cc1cc(Oc2ccccc2)nc(-c2ccccc2)n1)c1ccccc1 (stereo unspecified)	-7%	i	11%	-4	15%	40%	-12%	-2%	-22%[11.4 µM]
CC1CCN(C(=O)COC(=O)c2ccc3c(c2)OCO3)CC1	-5%	1%	0%	3	11%	22%	-2%	0%	18%
CC(C)(CC(=O)O)CC(=O)NCc1c(Cl)cccc1Sc1ccc(Cl)cc1	10%	0%	-3%	0	-2%	52%[activator]	6%	-2%	-1%
O=C1/C(=C\Nc2ccc(OC(F)(F)F)cc2)CCN1c1ncccn1	-5%	i	-6%	-1	?	25%	8%	7%	-12%
Cc1ccc(NC(=O)COc2ccccc2)cc1Cl	-1%	-3%	7%	-6	45%	53%[activator]	0%	5%	21%
COc1ccc(S(=O)(=O)N2CCCCCC2)cc1C(=O)Nc1cc(C)ccn1	13%	-2%	2%	5	-3%[59 µM]	33%	-22%	2%	-20%
CCOc1ccc(NC(=O)CSc2nnc(-c3cc(C)[nH]n3)n2N)cc1	1%	-10%	-8%	9	-1%[0.0925 µM]	30%	-9%	-4%	-15%
Cc1ccc(NC(=O)c2nc3nccc(C)n3n2)c(C)c1	-12%	-3%	-4%	-1	5%	23%	-7%	9%	2%
CCC1c2ccc(C)n2CCN1C(=O)Nc1cc(Cl)ccc1OC (stereo unspecified)	1%	-8%	-8%	0	-1%[59 µM]	4%	-14%	?	?
CCOc1ccc(S(=O)(=O)NCCC(=O)Nc2ncccc2C)cc1	4%	-4%	-20%	-2	17%	42%[activator]	1%	-14%	3%

From PubChem
